High-throughput results deposited in PubChem BioAssay by National Center for Advancing Translational Sciences (NCATS).
LDHA block: LDHA (human) enzyme inhibition | purified LDHA, NADH/diaphorase-resazurin fluorescence; hits give low values | P00338 | AID 1347041 | activity change, % (values are at about 110 or 230 µM) | 0.15% of 480,000 active; in the data active = activity change below about -30%;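 note: plate controls were DMSO wells for no effect and wells without enzyme for full effect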
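Human LDH5 (2 nM) was incubated with 0.06 mM NADH and 0.2 mM pyruvate for 5 min at room temperature in Tris pH 7.4. Remaining NADH was coupled through diaphorase/resazurin, and resorufin fluorescence was read at 0 and 20 min.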
An asterisk follows results filed as active. A portion of the library (hit frequency here may not be typical).

| Structure | LDHA block |
| --- | --- |
| O=Cc1ccc(OCC2CC2)c2ccccc12 | 7 |
| Clc1ccc(CSc2cc(-c3ccccc3)c3ccccc3n2)cc1 | 9 |
| COc1nc2cc(C)c(C)cc2nc1C(=O)Nc1cccc(C)c1C | -4 |
| COc1ccc(C2/C(=C(\O)c3ccccc3)C(=O)C(=O)N2c2ccc(NC(C)=O)cc2)cc1 (configuration not stated) | 2 |
| CN(C)S(=O)(=O)c1ccccc1CNS(=O)(=O)c1ccc2c(c1)CCC2 | 1 |
| Oc1ccc(N=Cc2ccccc2OCc2ccccc2)cc1 | 116 |
| O=C(O)CNCc1cccc2ccccc12 | 6 |
| O=C(NCc1cccnc1)c1ccccc1Nc1ccccc1 | 1 |
| Cc1oc2cc3o/c(=N/O)c4c(c3cc2c1C)CCC4 | -23 |
| CC(OC(=O)c1c[nH]c2ccccc12)C(=O)Nc1ccc(N2CCOCC2)cc1 (configuration not stated) | -17 |
| CNC(=O)c1ccc(CN(C)c2nc3ccccc3o2)cc1 | -8 |
| Cc1cc(C)c2c(=O)cc(C(=O)N(Cc3cccc(Cl)c3)C3CCS(=O)(=O)C3)oc2c1 (configuration not stated) | 10 |
| CN(CC(=O)NC(=O)NCC(F)(F)F)CC(=O)Nc1ccc(F)cc1 | -5 |
| COc1ccccc1OCC(=O)Nc1cc(-c2ccccc2)no1 | -5 |
| O=S1(=O)CC=C(CBr)C1 | -5 |
| CS(=O)(=O)Nc1ccccc1CNC(=O)CC1CCCCC1 | -4 |
| O=C(Nc1cc2c(cc1C(O)c1ccc(Br)cc1)OCCO2)c1ccc(F)cc1 (configuration not stated) | 0 |
| O=S(=O)(c1cc(F)ccc1F)N1CCN(C23CC4CC(CC(C4)C2)C3)CC1 | 1 |
| CCOc1ccc(NC(=O)COc2ccccc2C)c2cccnc12 | 40 |
| COc1ccc(C(NC(=O)CSc2ccc3c(c2)OCCCO3)c2ccccc2)cc1 (configuration not stated) | 6 |
| COC(=O)c1ccc(CNC(=O)c2nccnc2N)cc1 | -2 |
| Cc1nn(-c2ccc3nnc(C)n3n2)c2c1C(c1ccccc1Cl)CC(=O)N2 (configuration not stated) | 8 |
| Cc1ccc2c(c1)C(c1ccccc1)=Nc1ccc(C)cc1C(c1ccccc1)=N2 | 4 |
| c1ccc2c(c1)OCCOCCOCCOc1ccccc1OCCOCCO2 | 1 |

Rewritten as labelled records: part of the list above
smiles: O=C(O)CNCc1cccc2ccccc12
  LDHA block: 6
smiles: O=C(NCc1cccnc1)c1ccccc1Nc1ccccc1
  LDHA block: 1

Going on with the list:
| Structure | LDHA block |
| --- | --- |
| Cc1c(C(=O)O)oc2ccc(S(=O)(=O)Nc3ccccc3)cc12 | 7 |
| COc1ccccc1-n1c(SCC(N)=O)nc2c(c1=O)C1(CCCCC1)Cc1ccccc1-2 | 3 |
| CC(=O)c1ccc(S(=O)(=O)N2CCN(C(=O)c3cc(C)no3)CC2)cc1 | 0 |
| Cc1nc2c(c(=O)c3ccccc3n2C)c2nc3ccccc3n12 | 0 |
| CN1CCCN(C(=O)c2cc3cc(Cl)ccc3oc2=O)CC1 | 3 |
| CC(C)CNC(=O)C(Cc1ccccc1)NC(=O)c1ccccc1 (configuration not stated) | 11 |
| O=C(COC(=O)COc1ccc2c(c1)CCC2)NC1CCCCC1 | 3 |
| COC(=O)/C(C#N)=C/c1cc(Br)c(OC)cc1OC | 7 |
| Cc1ccc(CN2C(=O)C3(c4ccccc42)N(c2ccc(F)c(Cl)c2)C(=O)CS3(=O)=O)cc1 (configuration not stated) | 2 |
| O=C(CNC(c1ccccc1)(c1ccccc1)c1ccccc1)c1c[nH]c2ccccc12 | 0 |
| COc1cc(CCC(=O)OCc2ccc(Cl)cc2)cc(OC)c1OC | 9 |
| CSc1ccc(NC(C)=O)cc1 | -2 |
| CC(NC(=O)c1ccc(SC(F)(F)F)cc1)c1ccncc1 (configuration not stated) | 8 |
| O=C1C=C(c2ccc(Cl)cc2)CC(c2ccccc2)C1 (configuration not stated) | 1 |
| O=c1c2ccccc2nc2sc(NCc3ccccc3)nn12 | 2 |
| CC(=O)Oc1ccc2c(=O)c(-c3ccc(Cl)cc3)c(C(F)(F)F)oc2c1 | 2 |
| CCCCCCc1cc2c3c(c(=O)oc2cc1OCC(=O)C(C)(C)C)CCCC3 | 2 |
| Cc1ccc(CC(S)C(=O)O)cc1C (configuration not stated) | -5 |
| Cc1c(-c2ccccc2)nc2c3ccccc3ccn12 | 5 |
| CC(C)NC(=O)C(=O)Nc1ccc2c(c1)N(C)C(=O)CO2 | -10 |
| O=C(NCCN1CCCC1)c1c[nH]c2ccccc12 | 1 |
| CCNC(=O)CNC(=O)Cn1c(-c2ccccc2)cc2ccccc21 | -11 |
| CCc1nc(SCC(=O)Nc2ccc(C(=O)OC)cc2)[nH]c1C | 7 |
| O=C(NCCc1cccc2cccnc12)NC1CCN(CC2CCCC2)CC1 | -8 |
| O=C(c1ccc(C#Cc2ccccc2)cc1)N1CCN(C/C=C/c2ccccc2)CC1 | 0 |
| N#Cc1cc(C(=O)c2ccccc2OCC(=O)Nc2ccc(N3CCCCC3)cc2)cn(C2CC2)c1=O | 9 |
| Cc1ccccc1Cc1sc(N)nc1C | 1 |
| COc1cc2cc(C(=O)NCC(=O)Nc3nccs3)n(C)c2c(OC)c1OC | 16 |
| O=CN1CCN(C(C(=O)O)c2c[nH]c3cc(Br)ccc23)CC1 (configuration not stated) | 5 |
| CC(C)(C)c1ccc(C(=O)N/N=C/Cc2ccccc2)cc1 | -3 |
| Cc1nn(C)c(I)c1I | 2 |
| CC(=O)N1CCN(C(C(=O)O)c2c[nH]c3cc(Br)ccc23)CC1 (configuration not stated) | 3 |
| Cc1[nH]c2ccc(F)cc2c1CC(=O)NCCCN1CCCCC1 | -1 |
| COc1ccc(Cl)cc1C(=O)N1CCN(Cc2cc(=O)n3ccsc3n2)CC1 | -12 |
| CC1CCN(CC(=O)N(C)CC(=O)Nc2ccc(Cl)c(C(F)(F)F)c2)CC1 | 11 |
| Cn1c(Cl)cnc1COC(=O)CC12CC3CC(CC(Br)(C3)C1)C2 | 0 |
| COc1ccc(CCNC(=O)C2CCCN(c3nc(C)nc4onc(C)c34)C2)cc1OC (configuration not stated) | -1 |
| O=C(CCc1c[nH]c2ccccc12)N1CCN(CC(=O)N2CCCCCC2)CC1 | -9 |
| O=C(OCCOc1ccccc1Cl)c1ccccc1C(=O)c1ccc(Cl)cc1 | -1 |
| O=C(CCCn1c(=O)c2cccn2c2ccc(F)cc21)N1CCN(c2ccccn2)CC1 | 0 |
| N=C(N)Cc1ccccc1 | -7 |
| COc1ccc2cc(S(=O)(=O)c3cccc(Cl)c3)c(=O)oc2c1 | 3 |
| Cc1ccccc1C(=O)c1ccccc1 | 7 |
| COc1cccc(-c2cc(C(=O)N3CCCC3)c3ccccc3n2)c1 | 4 |
| Cc1ccc2oc(C(=O)N3CCN(CC(=O)N4CCCCCC4)CC3)cc(=O)c2c1 | 3 |
| CN(C)CCNCc1ccco1 | 3 |
| Cc1ccc2nc(/C(C#N)=C/c3ccc(-c4ccc(C)c(Cl)c4)o3)[nH]c2c1 | -1 |
| Clc1ccc(Cn2c(CN3CCOCC3)nc3ccccc32)c(Cl)c1 | 6 |
| COCCCNc1oc(-c2ccccc2C)nc1C#N | 16 |
| O=C(NCc1ccccc1)Nc1c(NC2CCCCC2)c2ccccc2oc1=O | -14 |
| CNS(=O)(=O)c1cc(-c2n[nH]c(=O)c3ccccc23)ccc1C | -2 |
| CCN(CC(=O)NC(C)(C)C)C(=O)NCc1cccc(C(F)(F)F)c1 | 2 |
| O=C(NCC(O)c1ccc(F)c(F)c1)Nc1nnc(C2CC2)s1 (configuration not stated) | -2 |
| COc1cccc(-c2ccc(=O)n(CC(=O)N3CCC(Cc4ccccc4)CC3)n2)c1 | -7 |
| O=S(=O)(Nc1ccccc1F)c1ccc(-c2cnc(C3CC3)o2)cc1 | 5 |
| CC1CCCC(NC(=O)c2ccc(F)cc2F)C1C (configuration not stated) | 3 |
| Cc1nc2ccc(C(=O)NCCC3CCCC3)cc2nc1C | -1 |
| CCn1nc(C(=O)NCC(C)(C)N2CCCCC2)c2ccccc2c1=O | -12 |
| COCCN1C(=O)NC(c2cccc(Cl)c2Cl)C(C(=O)Nc2cc(C)on2)=C1C (configuration not stated) | -4 |
| Cc1nc(SCc2coc(-c3cccc(Cl)c3)n2)n[nH]1 | -10 |

Remaining list, next part.
| Structure | LDHA block |
| --- | --- |
| CCCCCNc1c2c(nc3ccccc13)CC(C)(C)CC2=O | 8 |
| CCCNC(=O)Nc1cccc(C(=O)NC)c1C | 9 |
| CNC(=O)C1CCN(CCc2ccncc2)CC1 | 5 |
| COc1cc(NC(=O)c2ccccc2)c(OC)cc1NC(=O)CCc1ccc(-c2ccccc2)o1 | 9 |
| NC(=O)c1ccc(OCc2ccccc2C(F)(F)F)cc1 | 11 |
| CC(C)(C)NC(=O)c1ccc(COc2cccc3c2OC(C)(C)C3)cc1 | 3 |
| CC(C)Cn1c(COc2ccc(C(C)(C)C)cc2)n[nH]c1=S | 8 |
| CCOC(=O)Nc1cccc(N2CCn3c(nc4cc(Cl)ccc43)C2)c1 | 13 |
| O=C(CN1CCCCC1c1nc2ccccc2s1)NC(=O)Nc1ccc2c(c1)OCO2 (configuration not stated) | 13 |
| CCn1nc(C(=O)OCCOc2ccccc2Cl)c2ccccc2c1=O | 1 |
| O=C(Nc1cccc(-c2nc3ccccc3o2)c1)c1cccs1 | 3 |
| COCCn1nc(C(=O)NCC(c2ccccc2OC)N2CCCC2)ccc1=O (configuration not stated) | 2 |
| CCc1ccc(C(=O)C(C)Sc2nncn2-c2ccccc2OC)cc1 (configuration not stated) | 7 |
| Cc1ccc(Sc2ncccc2Cl)cc1 | -2 |
| O=C(C1=C(c2ccccc2)SCCO1)N(Cc1cccs1)C1CCS(=O)(=O)C1 (configuration not stated) | 0 |
| CCOC(=O)CNC(=O)CC(c1ccc(F)cc1)N1Cc2ccccc2C1=O (configuration not stated) | -4 |
| Cc1ccc(-c2cc(C(F)F)n3nc(C)c(Cl)c3n2)cc1C | -7 |
| CCCNC(=O)CNC(=O)c1ccc2ccccc2n1 | 5 |
| NCc1ccc(NC(N)=O)cc1 | 1 |
| CN(Cc1ccccc1)c1oc(/C=C/c2ccccc2)nc1C#N | -9 |
| CCC(C)C(NC(=O)C1CCC(C(C)C)CC1)C(=O)O (configuration not stated) | 1 |
| CCc1cc(C(=O)N2CCCC2c2ccc(C)cc2)no1 (configuration not stated) | 4 |
| CS(=O)(=O)N1CCc2cc(C(=O)c3cc4cc(Br)ccc4o3)ccc21 | 2 |
| C/C=C/C=C(\NC(=O)c1cccc(C)c1)C(=O)O | 0 |
| O=c1c(-c2cc3ccccc3o2)coc2ccccc12 | 1 |
| O=C(COc1ccc(F)cc1Cl)NCCc1nnc2ccccn12 | 4 |
| Cc1nn(CC(C)C)c2sc(C(=O)Nc3cccc(S(=O)(=O)N(C)C)c3)cc12 | 12 |
| Cc1ccc(Nc2nc(C)c(C(=O)Nc3ccccc3)s2)cc1 | -4 |
| COCCCNc1nc2c(c(=O)[nH]c(=O)n2C)n1CCc1ccc(OC)cc1 | 7 |
| CC(=O)N(C)CCCNC(=O)c1nc2ccccc2c(=O)[nH]1 | -22 |
| N#CCCCSc1nnc(-c2c[nH]c3ccccc23)n1C1CC1 | 0 |
| CCNC(=O)NC(=O)C(C)NC(C)c1cccc(C(F)(F)F)c1 (configuration not stated) | -4 |
| COc1ccccc1N(C)S(=O)(=O)c1ccc(C(=O)OCn2nnc3ccccc3c2=O)cc1 | 7 |
| COC(=O)c1cc(-c2ccc(OC)cc2)nc2ccc(C)cc12 | 6 |
| CC12CC3CC(C)(C1)CC(NCc1ccccn1)(C3)C2 | 0 |
| Cc1cnc(NC(=O)CCc2ncc(-c3ccccc3F)o2)s1 | -16 |

Seven structures from above, ordered by length of the SMILES, low to high:
| Structure | LDHA block |
| --- | --- |
| CC12CC3CC(C)(C1)CC(NCc1ccccn1)(C3)C2 | 0 |
| Cc1cnc(NC(=O)CCc2ncc(-c3ccccc3F)o2)s1 | -16 |
| Cc1ccc(Nc2nc(C)c(C(=O)Nc3ccccc3)s2)cc1 | -4 |
| COC(=O)c1cc(-c2ccc(OC)cc2)nc2ccc(C)cc12 | 6 |
| CCNC(=O)NC(=O)C(C)NC(C)c1cccc(C(F)(F)F)c1 (configuration not stated) | -4 |
| COCCCNc1nc2c(c(=O)[nH]c(=O)n2C)n1CCc1ccc(OC)cc1 | 7 |
| Cc1nn(CC(C)C)c2sc(C(=O)Nc3cccc(S(=O)(=O)N(C)C)c3)cc12 | 12 |

Carrying on:
| Structure | LDHA block |
| --- | --- |
| N#Cc1ccc(NC(=O)COc2ccc3cc(Br)ccc3c2)cc1 | 12 |
| CCCCOC(=O)c1ccc(NC(=O)c2cc(=O)c3ccc(C)cc3o2)cc1 | -1 |
| COc1ccc(C(C)=O)cc1CN1CCCc2ccccc21 | 8 |
| COc1cccc(-c2nc3c(c(=O)[nH]c(=O)n3Cc3ccccc3)n2CC2CCCO2)c1 (configuration not stated) | 25 |
| COc1ccc(NC(=O)c2cc3cccc(OC)c3oc2=O)c(OC)c1 | -4 |
| Cc1nn(Cc2ccccc2)c(C)c1CNS(=O)(=O)c1ccc(F)cc1 | 5 |
| N#Cc1ccccc1N=Cc1ccc2ccccc2c1 | 5 |
| CN(C)CCOC(=O)C12CC3CCC(CC(C3)C1)C2 | -1 |
| CCc1ccccc1NC(=O)N(C)Cc1nc(-c2ccccc2C)oc1C | 4 |
| CCCCc1cc(=O)oc2c(C)c(OCC(=O)NCc3cccnc3)ccc12 | 5 |
| Cc1ccccc1Nc1nc(NC2CCCC2)nc2c1cnn2-c1ccccc1 | 4 |
| COc1ccc(C2=C(C)C(Nc3cc(Cl)c(OC)cc3OC)=NS2(=O)=O)cc1 | 6 |
| Cc1cc(C)cc(-n2ccnc2SC2CCCCC2=O)c1 (configuration not stated) | 5 |
| Cc1nc(-c2ccccc2Cl)sc1C(=O)NC1C=CS(=O)(=O)C1 (configuration not stated) | 6 |
| CN(CCCNC(=O)c1nc2ccccc2c(=O)[nH]1)C(=O)c1cccc(Cl)c1 | 7 |
